CHX counter = Cycloheximide Counterscreen for Small Molecule Inhibitors of Shiga Toxin; cell reporter, cycloheximide protein synthesis inhibition counterscreen; max response, %; 300,000 compounds, 12% hits; in the data active = max response mostly above about 13%, no sharp cut-off; inactive = mostly below about 14%; also: read at 38.3 µM for the half of the compounds with a filed dose; 0% is about no effect
Pf growth 48h = Primary qHTS for delayed death inhibitors of the malarial parasite plastid, 48 hour incubation; P. falciparum luciferase growth in erythrocytes, 48 h; Potency, µM (highest dose often 28.7 µM), without a hit: at the highest dose activity change, negative = inhibition, usual class: inhibitors; 310,000 compounds, 5.9% hits; AID 504832, 2011; also: potency is read from the fitted curve at half-maximal effect; % is scaled to controls: 0 for no effect and ±100 for the full control effect
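Compounds are pin-transferred into medium, infected erythrocytes (2% hematocrit, 0.1% parasitemia final) are added, and plates sit one parasite generation at 37 C in 5% CO2. Detection reagent is then added and luminescence measured.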
Shiga inhibitor = A qHTS for Small Molecule Inhibitors of Shiga Toxin. Vero cells, Shiga toxin protein synthesis inhibition reporter. inhibition, % at 38.7 µM. 290,000 compounds, 9.2% hits; in the data active = inhibition mostly above about 28%, no sharp cut-off; inactive = mostly below about 43%; also: 0% is about no effect
Pf growth 96h = Primary qHTS for delayed death inhibitors of the malarial parasite plastid, 96 hour incubation; AID 504834, 2011; P. falciparum luciferase reporter growth, 96 h; Potency, µM (series often up to 28.7 µM), inactives show top-dose activity change, negative = inhibition, hits mostly inhibitors; 320,000 compounds, 6.9% hits; also: potency is read from the fitted curve at half-maximal effect; % is scaled to controls: 0 for no effect and ±100 for the full control effect
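Infected RBCs, 2% Hct / 0.05% parasitemia final; luciferase-reporter P. falciparum; cpd 96 h, 37 C, 5% CO2; luciferase detection reagent; luminescence.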
Giardia FBPA inh = qHTS Assay for Inhibitors of Fructose-1,6-bisphosphate Aldolase from Giardia Lamblia. purified Giardia FBPA. Potency, µM (doses to about 59.6 µM), without a hit: at the top dose activity, negative = inhibition, actives largely listed as inhibitors. 290,000 compounds, 0.71% hits; also: potency is read from the fitted curve at half-maximal effect; % is scaled to controls: 0 for no effect and ±100 for the full control effect; nearly all actives have a fitted effect of over 55% in size
Target sequence (A8B2U2 whole entry, looked up): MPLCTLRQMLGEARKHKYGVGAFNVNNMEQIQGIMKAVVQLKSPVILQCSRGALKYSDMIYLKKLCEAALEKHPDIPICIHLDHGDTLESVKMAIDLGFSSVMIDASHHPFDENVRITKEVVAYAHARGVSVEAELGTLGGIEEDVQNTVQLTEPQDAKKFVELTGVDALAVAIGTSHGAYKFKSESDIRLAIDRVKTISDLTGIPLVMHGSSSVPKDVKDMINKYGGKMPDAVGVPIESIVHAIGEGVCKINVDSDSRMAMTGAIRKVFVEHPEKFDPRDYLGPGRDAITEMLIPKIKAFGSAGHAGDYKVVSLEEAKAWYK
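40 nM FBPA preincubated 10 min at RT with compound (up to 57.5 uM final), then substrate plus GAPDH/TPI/NAD/arsenate coupling and diaphorase/resazurin added. Fluorescence read after 20 min at RT, 525/598 nm.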
Sm TGR inh = qHTS Assay for the Inhibitors of Schistosoma Mansoni Peroxiredoxins; Schistosoma mansoni thioredoxin glutathione reductase (TGR), Q962Y6; purified TGR, DTNB reduction, TNB absorbance 405 nm; Potency, µM (top dose mostly 114 µM), for inactives: at the highest dose activity change, negative = inhibition, usual class: inhibitors; 360,000 compounds, 3% hits; AID 485364, 2010; also: potency is read from the fitted curve at half-maximal effect; % is scaled to controls: 0 for no effect and ±100 for the full control effect; nearly all actives have a fitted effect of over 60% in size
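TGR 20 nM + NADPH 100 uM (dispensed conc.), cpd preinc 15 min RT; start with NADPH (500 uM addition) then DTNB (15 mM addition). Kinetic TNB absorbance, 405 nm filter. Four-parameter Hill fit across titration.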
The depositor's hits bear a star; ? = inconclusive; . = not tested or not shown; [ ] = remark or other dose. Unless noted, calls follow the shape of the dose curve; as a rule, active = well fitted curve in the direction sought with a large enough effect; inconclusive = small, poorly fitted or top-dose-only effect, or another doubt; inactive = no such curve, though single readings can be large; an effect the other way counts as inactive or inconclusive.

Order of values: CHX counter	Pf growth 48h	Shiga inhibitor	Pf growth 96h	Giardia FBPA inh	Sm TGR inh
Cc1ccc(CNS(=O)(=O)c2c(N)n(C)c(=O)n(C)c2=O)cc1
    0.3	-9.7%	-4.3	29.3%	.	6.2%
CCCCOc1ccc(C(=O)N/C(=C\c2cccc([N+](=O)[O-])c2)C(=O)OC(C)C)cc1
    -4.1	0.586µM*	-9.1	0.465µM*	-0.3%	36.7%[activator]
CN(/C=C1/C(=O)CNC1=O)CCO
    12.4	167.3%[activator]	17.5	-4.2%	15.7%	3.1%
Nc1cnc(Br)cc1Br
    -7.0	-5.0%	-26.2	-7.9%	-1.3%	-24.3%
Cc1cc(C(=O)COC(=O)c2ccco2)c(C)n1Cc1ccco1
    -2.5	133.6%[activator]	-12.5	57.2%	-14.5%	-20.3%
C#CCOc1ccc(/C=C2/C(=O)N(c3cccc(C(=O)O)c3)N=C2C)cc1OC
    1.6	5.4%	11.1	4.6%	0.2%	-18.5%
CCOC(=O)N1CCN(S(=O)(=O)c2ccc(C(=O)NNc3nc4cc(C)cc(C)c4s3)cc2)CC1
    -3.4	?	-11.9	?	?	-2.4%
COc1ccc(OC)c(N(CC(=O)N2CCOCC2)S(C)(=O)=O)c1
    -3.4	3.5%	-15.6	?	4.1%	5.4%
CC(C)c1ccccc1OCC(=O)NCC(c1cccs1)N1CCOCC1 (configuration not stated)
    -2.2	?	-15.8	?	0.1%	1.6%
Nc1cc(=O)[nH]c(SCCSc2ccc(F)cc2)n1
    -5.4	12.7%	22.6	15.9%	-7.7%	3.7%
Cc1ccc(CNC(=O)C2CC2c2ccccc2)cc1 (configuration not stated)
    -1.6	26.3%	2.6	?	3.6%	-4.0%
COc1ccc(/C=C2\CCn3c2nc2cc(C(=O)O)ccc2c3=O)cc1O
    3.8	-7.3%	3.7	13.1µM*	-9.5%	-4.3%
Cc1c(C(=O)N(Cc2ccccc2)Cc2cccnc2)cnn1-c1ccc(F)cc1
    -3.8	?	-7.4	?	13.9%	7.4%
Nc1ccc(Cl)cc1C(=O)OCC(=O)NC1CCS(=O)(=O)C1 (configuration not stated)
    -2.0	37.6%[activator]	19.3	-5.8%	-0.3%	5.7%
CCn1cc(C(=O)N/N=C(/C)c2ccc(F)cc2)c(=O)c2cc(F)c(N3CCCC3)cc21
    -1.5	1.7%	-7.0	-30.5%	3.7%	-22.6%
COc1cccc2[nH]c3c(N4CC(C)CC(C)C4)ncnc3c12 (configuration not stated)
    -2.6	?	-34.3	?	-5.6%	0.2%
COCCCN1C(=O)/C(=C/c2ccc(CNS(=O)(=O)c3ccccc3)o2)C(C(=O)OC)=C1C
    -2.8	?	5.4	24.7%[1.15 µM]	?	11.2µM*
COc1ccc(N(CC(=O)NCc2cccs2)S(=O)(=O)c2cccc(C)c2)cc1
    .	?	.	?	.	-1.3%
CC(=O)c1ccccc1NC(=O)CCNC(=O)c1ccco1
    18.5*	9.4%	27.2	11.5%	3.2%	-24.6%
COc1cc(CO)c(Br)cc1OCC(N)=O
    -1.6	5.6%	-4.2	3.3%	-0.4%	.

Carrying on:
Order of values: CHX counter	Pf growth 48h	Shiga inhibitor	Pf growth 96h	Giardia FBPA inh	Sm TGR inh
O=C(COC(=O)/C=C/c1ccccc1)NC1CCCCCC1
    .	19.2%	.	0.8%	.	1.1%
COC(=O)c1c(C#N)c(N)nc2c1CCCC2
    -1.9	5.7%	-43.7	17.1%	-0.6%	12.7%
COCCCN1C(=O)C(O)=C(C(=O)c2ccc(C)o2)C1c1cccc(Br)c1 (configuration not stated)
    -3.3	88.0%[activator]	-16.7	3.5%	-13.8%	1.9%
C=CCN1CC(C)/C(=N\O)CC1C (configuration not stated)
    -2.4	13.4%	-7.6	31.3%[activator]	-0.5%	0.6%
CCC(CC)C(=O)OCC(=O)Nc1cccc(S(=O)(=O)N(C)c2ccccc2)c1
    1.0	-21.0%	-15.0	21.5%	-4.2%	-20.5%
Cc1ccc(/C=C/C(=O)Nc2cc(S(=O)(=O)N3CCOCC3)ccc2N2CCOCC2)cc1
    .	?	.	?	.	-0.1%
COc1cc(SC)ccc1C(=O)NC1CCCc2ccccc21 (configuration not stated)
    8.4	-4.5%	-2.3	-25.6%	7.5%	-4.6%
CC(NC(=O)c1cc2c(s1)CCCC2)C(C)(C)C (configuration not stated)
    14.9	.	17.9	?	-1.9%	7.4%
CCOCCCNC(=O)COc1ccc(OC)cc1
    -2.9	.	-15.1	-14.7%	1.8%	49.6%[activator]
COc1cccc(-c2nc(CS(=O)(=O)CC(=O)NCCc3cc(OC)ccc3OC)c(C)o2)c1
    0.3	-28.5%	-3.7	13.1µM*	-14.1%	?
Nc1ccc2nc(-c3ccccc3)sc2c1
    9.0	134.9%[activator]	25.1	0.0%	-11.1%	4.1%
COc1cc2[nH]c(C(=O)N(C)Cc3ccccc3)cc2c(OC)c1OC
    1.4	?	-5.8	?	10.1%	-10.8%
COc1ccc(-c2cc(-c3ccco3)[nH]c(=O)c2C#N)cc1
    8.0	3.8%	10.8	-7.0%	19.9µM*	3.16µM*
O=C(Nc1cccc2cccnc12)c1ccc(Cl)cc1
    36.7*	110.7%[activator]	45.1*	33.7%[activator]	-0.7%	1.2%
O=C(CN(Cc1ccc2c(c1)OCO2)C(=O)CNS(=O)(=O)c1ccccc1)NCc1ccco1
    -0.8	20.1%	-6.7	2.33µM*	1.2%	-17.7%
CN1C(=O)SC(Nc2ccccc2)C1=O (configuration not stated)
    0.5	-17.0%	-4.3	?	7.9%	0.0%
COC(=O)C1=C(N)Oc2cc(C)n(C)c(=O)c2C1c1ccc(Cl)cc1 (configuration not stated)
    -2.6	8.5%	-12.2	-5.5%	-2.0%	-12.2%
COc1ccc([N+](=O)[O-])cc1NC(=O)c1cccs1
    5.3	-24.0%	16.4	-9.7%	1.7%	10.0%
CCCCN(Cc1cc2ccccc2[nH]c1=O)S(C)(=O)=O
    -2.2	1.7%	-2.7	-26.2%	6.6%	9.0%
CO/N=C/c1ccc(Sc2ccc(C)cc2)c([N+](=O)[O-])c1
    -2.7	4.0%	-10.9	.	-2.5%	3.5%

Eight of the compounds above, in markdown:
| mol | CHX counter | Pf growth 48h | Shiga inhibitor | Pf growth 96h | Giardia FBPA inh | Sm TGR inh |
| --- | --- | --- | --- | --- | --- | --- |
| O=C(COC(=O)/C=C/c1ccccc1)NC1CCCCCC1 | . | 19.2% | . | 0.8% | . | 1.1% |
| COC(=O)c1c(C#N)c(N)nc2c1CCCC2 | -1.9 | 5.7% | -43.7 | 17.1% | -0.6% | 12.7% |
| COCCCN1C(=O)C(O)=C(C(=O)c2ccc(C)o2)C1c1cccc(Br)c1 (configuration not stated) | -3.3 | 88.0%[activator] | -16.7 | 3.5% | -13.8% | 1.9% |
| C=CCN1CC(C)/C(=N\O)CC1C (configuration not stated) | -2.4 | 13.4% | -7.6 | 31.3%[activator] | -0.5% | 0.6% |
| CCC(CC)C(=O)OCC(=O)Nc1cccc(S(=O)(=O)N(C)c2ccccc2)c1 | 1.0 | -21.0% | -15.0 | 21.5% | -4.2% | -20.5% |
| Cc1ccc(/C=C/C(=O)Nc2cc(S(=O)(=O)N3CCOCC3)ccc2N2CCOCC2)cc1 | . | ? | . | ? | . | -0.1% |
| COc1cc(SC)ccc1C(=O)NC1CCCc2ccccc21 (configuration not stated) | 8.4 | -4.5% | -2.3 | -25.6% | 7.5% | -4.6% |
| CC(NC(=O)c1cc2c(s1)CCCC2)C(C)(C)C (configuration not stated) | 14.9 | . | 17.9 | ? | -1.9% | 7.4% |

Next part.
Order of values: CHX counter	Pf growth 48h	Shiga inhibitor	Pf growth 96h	Giardia FBPA inh	Sm TGR inh
CN1CCN(S(=O)(=O)c2ccc(NC(=O)c3ccccc3Cl)cc2)CC1
    -1.6	3.8%	-3.6	0.0%	8.7%	-27.2%
COc1ccc(OC)c(NC(=S)N2CCC(C(O)(c3ccccc3)c3ccccc3)CC2)c1
    4.9	9.28µM*	15.2	?	0.2%	-1.8%
O=C(CCCn1c(=O)c2ccccc2n(CC(=O)NCc2ccco2)c1=O)NCc1ccco1
    1.3	-5.3%	-3.9	38.0%[activator]	0.7%	25.1µM*
CCn1c(N2CCN(CC(=O)c3c(C)n(C)c4ccccc34)CC2)nc2c1c(=O)[nH]c(=O)n2C
    -2.3	.	-11.2	1.31µM*	1.9%	-2.6%
NS(=O)(=O)c1ccc(CCNCc2cc(Br)ccc2OCc2ccccc2F)cc1
    -2.9	?	-8.8	?	-7.5%	11.6%
Cc1cc(C)cc(OCC(=O)Nc2ccccc2C(=O)NCc2ccco2)c1
    -1.4	-20.7%	16.9	0.1%	-0.3%	-18.0%
CNC(=S)NNC(=O)c1ccc(C(C)(C)C)cc1
    16.9*	?	26.3	33.2%[activator]	1.9%	15.4%
COc1ccc(Oc2nccc(OC)c2C#N)cc1
    19.6*	39.4%[activator]	7.5	42.5%[activator]	-4.8%	-1.4%
Cc1cc(OCC(=O)NN2C(=O)c3ccccc3C2=O)ccc1Cl
    -1.4	-11.6%	-5.7	6.7%	10.9%	14.7%
O=C(N/N=C/c1cccc([N+](=O)[O-])c1)c1cc2ccccc2o1
    9.8	5.4%	-12.0	?	-4.6%	-1.8%
C=CCNC(=O)c1onc(CSc2ccc(Cl)cc2)c1C(=O)NCC=C
    1.5	?	1.4	-20.7%	-12.1%	12.2%
CN(CC(=O)Nc1ccc(F)c(F)c1F)C(=O)c1ccc(-n2cncn2)c([N+](=O)[O-])c1
    .	-8.4%	.	3.5%	.	2.8%
CCN1CCN(C(=O)c2cc(-c3ccco3)nc3ccccc23)CC1
    .	0.0%	.	14.1%	.	28.2µM*
C=CCn1c(SCC(=O)NCc2ccccc2)nnc1C1CCCCC1
    -1.6	-7.3%	-9.2	-13.5%	0.3%	-30.4%
O=C(COC(=O)c1nc(Cl)ccc1Cl)c1ccc[nH]1
    .	2.2%	.	50.9%[activator]	.	5.1%
O=C1CCS/C(=N\N=C\c2ccc(Cl)cc2Cl)N1
    15.7*	-2.8%	23.7	-5.8%	-0.4%	-7.0%
COc1cc(/C=N/N=C/c2c[nH]c(=O)c(C#N)c2Nc2ccccc2)ccc1O
    -2.4	-4.2%	3.6	81.5%[activator]	3.7%	-4.1%
CCCc1nn(C)c(C(=O)Nc2ccc3ccccc3c2)c1Cl
    49.2*	67.3%[activator]	53.7*	112.0%[activator]	-2.3%	0.3%
Cc1ccc(Oc2ccccc2/C=N/O)cc1
    10.2	24.1%	-12.5	21.0%	4.0%	0.5%
CC1CCN(C(=O)C(=O)Nc2sc3c(c2C(N)=O)CC(C)(C)OC3)CC1
    -2.5	14.4%	-4.9	18.7%	0.0%	0.3%

Screens (PubChem)
